Assay outcomes deposited in PubChem by several laboratories.
HUVEC prolif 384: blocks proliferation of human endothelial cells; HUVEC proliferation, CellTiter-Glo luminescence, 72 h; active compounds read low; viability, % at 10 µM (by protocol); AID 648; 86,000 tested, 1.1% active;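 active = viability at or below 30%; inactive = viability above 30%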;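 note: 100% = median luminescence of DMSO-only cell control wells on each plate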
PostGolgi yeast: growth inhibition of a yeast mutant, post-Golgi transport screen. post-Golgi transport phenotypic cell assay. inhibition, % at 10 µM. 98,000 tested, 0.9% active. AID 739;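 note: yeast cells grown in 1536-well plates; yeast grown about 18 h at 30C before absorbance read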
Ecoli WT expand: blocks growth of wild type E. coli BW25113; OD600 absorbance; growth inhibition, % at 100 µM; 98,000 tested, 0.15% active; AID 710;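 active = growth inhibition above about 50% at one test dose, limit read from the data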;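 note: growth measured after 20 h incubation at 37 °C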
S1P2 antag: S1P2 (human) receptor antagonism; 97,000 tested, 0.21% active; inhibition, % at 5 µM; cell-based S1P2 antagonist assay, inhibition at 5 uM; O95136; in the data active = inhibition above about 45%;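 note: CRE beta-lactamase reporter cells expressing human S1P2 stimulated with S1P; 0% = agonist at EC80 alone and 100% = agonist plus reference antagonist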
Target sequence (O95136 whole entry, looked up): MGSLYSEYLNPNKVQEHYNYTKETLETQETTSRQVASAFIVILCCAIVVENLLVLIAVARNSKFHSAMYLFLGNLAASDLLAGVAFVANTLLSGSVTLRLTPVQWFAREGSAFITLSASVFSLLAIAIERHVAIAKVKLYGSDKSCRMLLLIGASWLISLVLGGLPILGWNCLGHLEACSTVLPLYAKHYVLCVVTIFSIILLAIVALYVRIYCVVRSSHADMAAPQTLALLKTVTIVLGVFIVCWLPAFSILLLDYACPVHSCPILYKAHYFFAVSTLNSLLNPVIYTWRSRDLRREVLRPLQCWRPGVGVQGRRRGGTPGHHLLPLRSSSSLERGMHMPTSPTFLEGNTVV
Lung fibro prol: blocks proliferation of human lung fibroblasts | LL 47 human lung fibroblast viability, ATP luminescence; active compounds read low | viability, % at 10 µM | 85,000 tested, 1.1% active | AID 719;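 active = viability at or below 50% in the single dose screen; inactive = viability above 50%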;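 note: compound exposure lasted 72 h before the ATP readout; 100% = median luminescence of untreated cell-only wells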
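Test system: LL 47 human lung fibroblasts / Quantity: 1,150 cells in each well / Medium: IMEM growth medium with 15% fetal bovine serum / Incubation: 72 h compound exposure at 37 °C after overnight plating / Detection: CellTiter-Glo luminescence measuring cellular ATP / Read-out: % viability versus median cells-only luminescence / Benchmarks: cell-only wells, no compound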
hDAT+cocaine: modulates human dopamine transporter uptake under cocaine; Q01959; LLC-PK1 hDAT cells, [14C]-dopamine uptake with cocaine IC80; actives deviate in either direction; B-score at 10 µM; 110,000 tested, 1.3% active; AID 449768;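 active = Z score or B-score, a plate-position-corrected score, falls beyond the plate's 99.7% confidence bounds, in either direction; inactive = both scores lie inside the 99.7% bounds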;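 note: scored against the spread of the other compound wells on the same plate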
Target sequence (Q01959 whole entry, looked up): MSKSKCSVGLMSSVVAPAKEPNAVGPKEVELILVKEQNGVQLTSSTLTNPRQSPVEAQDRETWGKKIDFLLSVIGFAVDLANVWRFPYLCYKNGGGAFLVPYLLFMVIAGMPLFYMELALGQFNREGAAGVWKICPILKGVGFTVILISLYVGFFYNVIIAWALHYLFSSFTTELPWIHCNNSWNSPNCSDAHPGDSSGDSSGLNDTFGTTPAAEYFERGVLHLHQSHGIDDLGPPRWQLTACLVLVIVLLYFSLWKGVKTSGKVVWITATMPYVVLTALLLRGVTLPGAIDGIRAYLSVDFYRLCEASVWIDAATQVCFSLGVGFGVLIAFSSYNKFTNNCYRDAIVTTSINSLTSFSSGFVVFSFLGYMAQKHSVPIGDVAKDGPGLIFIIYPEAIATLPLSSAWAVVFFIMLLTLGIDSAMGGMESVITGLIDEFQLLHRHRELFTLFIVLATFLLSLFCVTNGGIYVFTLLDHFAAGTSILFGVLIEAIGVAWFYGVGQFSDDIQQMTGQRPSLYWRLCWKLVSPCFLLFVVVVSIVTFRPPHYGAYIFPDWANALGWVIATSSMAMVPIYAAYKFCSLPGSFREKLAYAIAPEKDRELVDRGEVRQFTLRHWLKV
S1P2 ag: activates the human S1P2 receptor; O95136; S1P2-expressing cell line, agonist reporter read-out; activation, % at 4.5 µM; 97,000 tested, 0.46% active; AID 729; in the data active = activation above about 16%;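 note: 0% = vehicle low control and 100% = maximal reference agonist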
PostGolgi ctrl: inhibits growth of the yeast control strain; efflux-deficient yeast background strain, growth absorbance A615, 16 h; inhibition, % at 10 µM; 98,000 tested, 5% active; AID 738
H69AR growth 86K: blocks growth of human H69AR lung tumor cells | H69AR lung tumor viability, ATP luminescence, 72 h; active compounds read low | viability, % at 10 µM | 85,000 tested, 6% active | AID 598;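 active = viability at or below 40%; inactive = viability above 40%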;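 note: multidrug resistant small cell line overexpressing MRP-1 efflux transporter; 100% = mean luminescence of untreated control wells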
Numbers without * were called inactive; x = no result given. Cut-off read from the data, not from the text of the source, unless noted: active = inhibition above about 30%; inactive = the rest.

SMILES	HUVEC prolif 384	PostGolgi yeast	Ecoli WT expand	S1P2 antag	Lung fibro prol	hDAT+cocaine	S1P2 ag	PostGolgi ctrl	H69AR growth 86K
CCOC(=O)N1CCC(NC(=O)c2cc3ccccn3n2)CC1	101	3	10	10	99	x	-3	-1	92
NC(=O)c1c(NC(=O)CSc2nc3c(c(C(F)(F)F)n2)CCc2ccccc2-3)sc2c1CCCC2	x	-3	-4	-10	x	-1.1	-2	-1	x
O=C(NCCc1cn2ccccc2n1)c1ccc(Br)o1	108	-2	7	-28	106	0.024	-2	1	96
COC(=O)C(NC(=O)c1ccc(OC)cc1)(Nc1ncc(S(=O)(=O)c2ccc([N+](=O)[O-])cc2)s1)C(F)(F)F (configuration not stated)	x	7	-3	20	x	1.3	-7	6	x
O=C(CSc1nc2c(c(=O)n1-c1ccc(F)cc1)SCC2)NCC1CCCO1 (configuration not stated)	81	-3	-4	-8	100	0.14	0	1	90
CC(OC(=O)c1cccnc1SCc1cc(=O)n2ccccc2n1)c1ccccn1 (configuration not stated)	90	-5	4	-28	99	0.72	1	10	55
COc1ccccc1N(CC(=O)NC1CCCCC1)S(C)(=O)=O	91	18	-1	0	103	0.0088	-1	8	101
CCOCCCNC(=O)C(NC(=O)c1ccccn1)c1ccc(C)cc1 (configuration not stated)	119	x	x	1	97	0.015	-5	x	100
CCn1c(Sc2nc(C)nc3scc(-c4cccs4)c23)n[nH]c1=O	81	104*	8	14	63	3	-6	102*	2.8*
O=C(NCC1CCCO1)c1c(O)c2cccc3c2n(c1=O)CC3 (configuration not stated)	99	8	-4	5	96	-0.049	-3	-6	78
Cc1ccc(C(=O)CC2(O)C(=O)N(Cc3ccccc3Cl)c3ccccc32)o1 (configuration not stated)	82	0	7	10	89	-2.1	-6	0	18*
CCN(CC)CCOC(=O)C1(c2ccc(OC)c(OC)c2)CCCC1	95	-1	2	-18	92	0.19	1	50*	90
CCOC(=O)c1sc(=NC(=O)c2ccc(S(=O)(=O)N3CC(C)OC(C)C3)cc2)n(C)c1C (configuration not stated)	76	-6	-3	19	99	0.076	-8	8	62
Cc1ccc2cc(C#N)c(N3CCCN(C(=O)C4CCCO4)CC3)nc2c1C (configuration not stated)	67	-1	0	x	100	0.18	x	18	47
Cc1ccc(NC2CC(=O)N(CCc3ccccc3)C2=O)cc1 (configuration not stated)	112	0	-3	12	98	0.083	0	0	88
CNC(=O)CN(Cc1ccccc1)S(=O)(=O)c1ccccc1	98	-1	-18	x	95	-0.0023	x	-3	99
COc1cc(/C=N/n2cnnc2)ccc1OCc1ccccc1	79	16	8	25	98	-0.29	-2	-15	70
CCCCSc1nc2c(c(C(F)(F)F)c1C#N)CCC2	78	-3	2	6	66	-0.26	-4	5	79
Nn1c(SCc2cn3ccsc3n2)nnc1-c1ccncc1	99	-4	1	x	106	-0.83	x	-8	87
CCOc1ccccc1NC(=S)/C(=C(\[O-])c1ccc2c(c1)OCCO2)[n+]1ccc(CC)cc1	x	-5	-3	1	x	-0.13	-6	19	x
CC(=O)Nc1cccc(C(=O)/C=C/c2ccco2)c1	x	-4	11	-6	x	1	-3	2	x
c1coc(-c2nnc(SCc3nc4ccccc4[nH]3)o2)c1	101	0	8	-20	x	0.3	-4	8	91
O=C(CSc1nc(-c2cccs2)cc(C(F)(F)F)n1)NCCCn1ccnc1	86	x	x	-4	98	-0.38	-4	x	80
Cc1c(C)n(CC(O)CN2C(=O)c3ccccc3S2(=O)=O)c2ccccc12 (configuration not stated)	95	2	1	-2	95	2.4	-5	33*	81
CCOC(=O)Cn1c(C)nc2ccccc21	97	3	7	9	105	0.44	-7	17	87
Next results follow.
SMILES	HUVEC prolif 384	PostGolgi yeast	Ecoli WT expand	S1P2 antag	Lung fibro prol	hDAT+cocaine	S1P2 ag	PostGolgi ctrl	H69AR growth 86K
Cc1cc(C)n(C(=O)CN2C(=O)c3ccccc3C2=O)n1	x	-3	-4	-4	x	-0.67	-10	24	x
CCCCCCNC(=O)c1c(O)c2ccccc2[nH]c1=O	112	-8	-15	2	108	0.024	-8	-4	93
O=c1[nH]c2ccc(Cl)cc2c(O)c1-c1ccccc1	x	-2	-6	-12	x	-1.2	-1	12	x
Cn1c(=S)[nH]c2cccnc21	96	-11	3	-5	101	0.26	1	9	94
Cc1ccccc1S(=O)(=O)Cc1ccc(C(=O)NC(C)c2ccc3c(c2)OCCO3)o1 (configuration not stated)	104	3	-11	12	96	1.2	-3	11	92
CCOC(=O)Cc1csc(NC(=S)NC(=O)c2ccccc2C)n1	x	-4	-4	20	x	0.85	-8	0	x
O=c1cc(CSc2nc3cc(Cl)ccc3o2)nc2sccn12	88	23	-15	-5	93	-0.017	7	24	73
O=C(NCCn1ccc2ccccc21)C1CCCCC1	102	0	5	x	96	-0.71	x	22	95
CCOC(=O)c1sc(C)c(C(=O)NC2CCCCC2)c1N	101	14	-3	18	99	-2.7*	-7	8	90
O=C(Cn1ncc(Cl)c(Cl)c1=O)c1ccc(Cl)cc1	2.6*	x	x	43	2.6*	x	-7	x	1.4*
CC12CS(=O)(=O)CC1SC(=S)N2c1ccccn1 (configuration not stated)	106	-8	0	23	98	-0.013	1	0	115
Cc1cc(/C=N/n2cnnc2)c(C)n1-c1cc(Cl)ccc1Cl	102	-3	7	8	93	-0.6	1	10	93
Cc1ccccc1-n1c(SCc2c(C)noc2C)nnc1-c1ccncc1	86	0	-3	12	96	0.94	-3	5	85
CN1CCc2c(sc3c2C(=O)NC(c2ccc4c(c2)OCO4)N3)C1 (configuration not stated)	100	x	x	x	102	-0.21	x	x	94
O=C(O)CC1C(=O)NCCN1Cc1ccc(F)c(F)c1 (configuration not stated)	96	-5	0	-8	91	0.042	2	9	44
COc1cc(/C=N/NC(=O)Nc2ccccc2)ccc1OCCOc1ccccc1C	x	4	-6	21	x	0.64	-4	-1	x
C/C=C/c1ccc(OCCCNC)c(OC)c1	82	1	4	4	96	-1.3	0	-4	86
CC(Sc1nnc(NC(=O)c2cc3ccccc3oc2=O)s1)c1ccccc1 (configuration not stated)	81	-2	-10	3	104	-1.4	-3	-4	88
CCOc1cc(C(=O)Nc2ccc3c4c(cccc24)C(=O)N3CC)cc(OCC)c1OCC	x	-7	0	-32	x	0.48	5	9	x
CNc1nc2[nH]c(=O)c3c(c2s1)OC(N)=C(C#N)C3c1cccc(F)c1 (configuration not stated)	x	-1	-3	3	x	x	-3	1	x
Cc1ccc(NC(=O)CN(C)Cc2nc3ccccc3c(=O)[nH]2)c(Br)c1	82	-6	1	-12	82	0.44	-6	6	87
COc1cccc(-c2c(NC(=O)c3ccco3)n(-c3ccc(C)cc3)nc(C)c2=O)c1	101	10	-7	-14	97	-1.7	-4	2	x
O=C(NNS(=O)(=O)c1ccccc1)c1ccncc1	x	1	-2	-5	x	0.0033	-6	3	x
CCOC(=O)C(NC(=O)CC)(Nc1ccc(S(=O)(=O)Nc2onc(C)c2C)cc1)C(F)(F)F (configuration not stated)	98	2	2	13	105	1.2	0	4	82
Cc1nn(-c2cc(N3CCCC3)ccc2[N+](=O)[O-])c(=O)c2ccccc12	83	-5	-1	-2	103	0.1	-1	-2	33*

Reformatted with bars between the fields: entries from further up.
canonical_smiles | HUVEC prolif 384 | PostGolgi yeast | Ecoli WT expand | S1P2 antag | Lung fibro prol | hDAT+cocaine | S1P2 ag | PostGolgi ctrl | H69AR growth 86K
CCOC(=O)c1sc(C)c(C(=O)NC2CCCCC2)c1N | 101 | 14 | -3 | 18 | 99 | -2.7* | -7 | 8 | 90
Cc1ccccc1-n1c(SCc2c(C)noc2C)nnc1-c1ccncc1 | 86 | 0 | -3 | 12 | 96 | 0.94 | -3 | 5 | 85

Exported with values under each structure: four of the compounds above.
Under each structure: HUVEC prolif 384 | PostGolgi yeast | Ecoli WT expand | S1P2 antag | Lung fibro prol | hDAT+cocaine | S1P2 ag | PostGolgi ctrl | H69AR growth 86K
O=C(CSc1nc(-c2cccs2)cc(C(F)(F)F)n1)NCCCn1ccnc1
    86 | x | x | -4 | 98 | -0.38 | -4 | x | 80
CNc1nc2[nH]c(=O)c3c(c2s1)OC(N)=C(C#N)C3c1cccc(F)c1 (configuration not stated)
    x | -1 | -3 | 3 | x | x | -3 | 1 | x
O=C(Cn1ncc(Cl)c(Cl)c1=O)c1ccc(Cl)cc1
    2.6* | x | x | 43 | 2.6* | x | -7 | x | 1.4*
Cc1cc(C)n(C(=O)CN2C(=O)c3ccccc3C2=O)n1
    x | -3 | -4 | -4 | x | -0.67 | -10 | 24 | x

(more compounds)
SMILES	HUVEC prolif 384	PostGolgi yeast	Ecoli WT expand	S1P2 antag	Lung fibro prol	hDAT+cocaine	S1P2 ag	PostGolgi ctrl	H69AR growth 86K
CC(C)C(=O)Nc1nnc(SCC(=O)N2c3ccccc3CC2C)s1 (configuration not stated)	95	7	3	19	99	-0.96	-3	8	79
Cc1cc(N2CCOCC2)nc2ccc(NC(=O)CCC(=O)N3CCCCC3)cc12	x	17	-5	2	x	x	-7	1	x
NC(=O)CSc1nnc(-c2cnccn2)n1-c1ccccc1	98	4	-2	-6	98	-1.1	-6	15	96
CC(C)Cc1nnc(NC(=O)c2ccncc2)s1	102	13	0	17	100	0.51	-1	14	101
Cc1ccc(C)n1-c1ccc(-n2cnnn2)cc1	103	4	0	-4	93	-1.7	-1	11	98
CCc1c(C)sc2nc(C(C)C)nc(SCC(=O)N3CCc4ccccc4C3)c12	x	0	-21	18	x	-0.99	-6	31*	x
CC(C)Sc1ncnc2c1oc1ccccc12	100	5	2	-7	93	-0.76	-12	15	99
CC1CN(C2CCN(C(=O)c3ccccc3Cl)CC2)CC(C)O1 (configuration not stated)	94	-2	2	10	96	0.33	-2	5	88
COc1ccc(-c2cc(C(F)(F)F)n3nc(C(=O)NCc4ccco4)cc3n2)cc1	90	1	-5	-28	87	1	4	7	84
CCn1c(CSCc2ccc(F)cc2)nnc1SCC(=O)NCc1ccccc1	x	29	1	-2	x	1.3	-1	9	x
C=CCNC(=O)CCCOc1cccc(C)c1	95	-4	0	31	93	-0.38	-4	2	52
CN(Cc1ccccc1)C(=O)c1ccc2c(c1)OCCO2	103	-4	-6	x	103	0.97	x	-9	105
COc1ccc(N2C(=O)c3cccc4cccc(c34)C2=O)nn1	98	7	0	-9	99	-1.3	-5	0	104
O=C(CNC(=O)c1cccs1)NCCN1CCN(c2ccccc2F)CC1	86	1	2	x	87	-0.7	x	17	90
O=C(CN(C(=O)CNS(=O)(=O)c1ccccc1)C1CCCC1)NCc1ccco1	104	x	x	x	102	0.15	x	x	93
COc1ccc(-c2cc(C(F)(F)F)c3c(=O)n(-c4ccccc4)[nH]c3n2)cc1	72	13	1	12	104	-0.0092	-6	33*	58
C=C(C)CN=c1scc(C)n1/N=C/c1ccco1	92	3	2	20	100	-0.48	-8	-1	101
CC(C)CC(C(=O)O)N(Cc1ccccc1)Cc1ccccc1 (configuration not stated)	98	x	x	4	101	-0.26	-2	x	101
COc1ccc(C(OC(=O)c2cccs2)C(=O)NCC2CCCO2)cc1 (configuration not stated)	x	-13	4	20	x	0.064	-6	23	x
CC(C)CN(C(=O)COC(=O)c1cc2ccccc2oc1=O)C1CCS(=O)(=O)C1 (configuration not stated)	99	-4	5	x	101	0.59	x	3	108
O=C(O)c1cc(S(=O)(=O)N2CCCC2)ccc1Br	108	3	5	-7	x	0.15	-4	7	83
O=C(c1ccc2ccccc2c1)N1CCN(c2ccccc2)CC1	96	-17	-5	-4	103	0.26	-4	22	96
NC(=O)C1(NC(=O)[C@@H]2CC3(CC(c4cccc(NC(=O)[C@@H]5CCC(=O)N5)c4)=NO3)CN2C(=O)Cc2ccc(C(F)(F)F)cc2)CC1 (some centres not stated)	x	-15	8	5	x	0.059	-9	-9	x
COc1cccc(OCc2nnc(SCC(=O)OC3CCCCC3)n2C)c1	95	-3	5	13	91	-0.0091	-4	16	94
Cc1ccccc1NC(=O)CSc1nnnn1C	106	-7	7	-7	107	-0.74	0	-3	98
Cc1nc(Sc2nnnn2-c2ccccc2)c(C#N)c(C)c1C	97	0	1	-5	99	-0.25	-2	5	88
Clc1ccc(CSc2ncccn2)cc1	106	-1	12	0	103	0.25	-6	7	98
